MEKK2mut PB1 HTS: signal of MEK5 binding to mutant human MEKK2 PB1 domain | AID 1530 | percent response, % at 10 µM | actives 0.35% (n = 290,000) | bead flow cytometry, Alexa488-MEK5 binding to MEKK2 mutant; in the data active = percent response above about 24%, passing the limit was not always enough; note: inactives centre near 1; some results filed as inactive read as strong as hits
PfM18AAP inh: PfM18AAP enzyme inhibition; actives 1.2% (n = 290,000); AID 1822; recombinant PfM18AAP, H-Glu-NHMec fluorogenic cleavage; inhibition, % at 7.35 µM;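 active = inhibition above the campaign mean inhibition over all tested compounds plus 3 SD, cut at about 28% in these data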;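 note: 0% = plate median of test compound wells and 100% = 2 mM ZnCl2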
GalR3 antag: antagonists of human GalR3 | O60755 | HEK293 GalR3-CNG cAMP membrane potential fluorescence; galR3 body fused to GalR1 C-terminus | inhibition, % at 3 µM | actives 0.44% (n = 360,000) | AID 651719;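 active = inhibition above the screen-wide average plus 3 SD, cut at about 13% in these data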;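 note: forskolin and galanin both at EC90 stimulate the cells; cAMP rise reported by CNG channel membrane potential dye signal; 0% = forskolin plus galanin with DMSO and 100% = forskolin alone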
Target sequence (O60755 1-299 limits assumed): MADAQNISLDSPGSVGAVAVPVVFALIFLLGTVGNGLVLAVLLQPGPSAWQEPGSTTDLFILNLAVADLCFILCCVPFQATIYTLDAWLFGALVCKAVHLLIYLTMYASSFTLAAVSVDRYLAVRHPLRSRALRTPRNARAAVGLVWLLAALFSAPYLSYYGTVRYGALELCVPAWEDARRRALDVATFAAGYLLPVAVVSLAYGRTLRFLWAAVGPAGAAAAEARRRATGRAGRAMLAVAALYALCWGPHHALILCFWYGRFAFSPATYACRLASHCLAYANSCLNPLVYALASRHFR
OXTR ag: agonists of human oxytocin receptor | CHO-OTR cells, Fluo-8 calcium fluorescence; normalized: DMSO 0%, oxytocin 100% | activation, % at 3 µM | actives 0.32% (n = 320,000) | P30559 | AID 2435;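 active = activation above the mean of all tested compounds plus 3 SD, cutoff set per screening run, cut at about 20% in these data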;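 note: peak over basal fluorescence ratio from a 100 s FLIPR kinetic read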
Target sequence (P30559 whole entry, looked up): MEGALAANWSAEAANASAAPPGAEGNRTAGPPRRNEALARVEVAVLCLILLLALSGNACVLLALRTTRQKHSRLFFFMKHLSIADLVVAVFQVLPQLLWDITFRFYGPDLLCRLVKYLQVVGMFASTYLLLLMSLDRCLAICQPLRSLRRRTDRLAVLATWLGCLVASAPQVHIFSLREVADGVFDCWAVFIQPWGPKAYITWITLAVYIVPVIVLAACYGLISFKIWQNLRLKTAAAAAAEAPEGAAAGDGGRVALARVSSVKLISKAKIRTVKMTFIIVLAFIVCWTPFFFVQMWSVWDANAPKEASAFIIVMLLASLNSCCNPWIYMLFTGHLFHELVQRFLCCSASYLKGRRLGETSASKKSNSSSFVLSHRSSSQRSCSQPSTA
V1aR counter: counter-screen for oxytocin receptor agonists: human V1a receptor agonists; P37288; CHO-V1R cells, Fluo-8 calcium fluorescence, agonist mode; 0% DMSO, 100% 3 nM vasopressin; activation, % at 3 µM; actives 0.25% (n = 320,000); AID 2797;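 active = activation above the mean activation of all tested compounds plus 3 SD, per screening run, cut at about 20% in these data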;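 note: signal is peak over basal fluorescence ratio across a 100 second FLIPR read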
OXTR potentiator: potentiates the human oxytocin receptor response; P30559; CHO-OTR cells, Fluo-8 calcium fluorescence, potentiator mode; 0% = oxytocin EC15, 100% = EC100; activation, % at 3 µM; actives 0.061% (n = 320,000);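 active = activation above that plate's cutoff, the mean activation of tested compounds plus 3 SD, cut at about 6.6% in these data, passing the limit was not always enough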;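 note: 100% uses oxytocin at 75 nM as the full agonist control; some results filed as inactive read as strong as hits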
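Material: human OTR in CHO cells. Compound: 3.0 µM, one dose. Timing: compound 6 min at room temperature before oxytocin, 100 s read. Evaluation: % activation of max/min ratio relative to oxytocin controls. Replication: single well per compound, singlicate. Signal: Fluo-8 calcium dye fluorescence.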
NALP1 inh: blocks the NALP1 inflammasome reconstituted in yeast; actives 0.61% (n = 280,000); inhibition, % at 10 µM; S. cerevisiae NALP1/ASC/caspase-1 growth, X-gal OD620, 72 h; in the data active = inhibition mostly above about 24%, no sharp cut-off; inactive = mostly below about 32%; note: some compounds called inactive have numbers as strong as hits
MEKK2 WT-MEK5: raises or lowers MEK5 binding to wildtype human MEKK2 PB1 domain; Q9Y2U5; bead flow cytometry, Alexa488-MEK5 binding to MEKK2 WT; actives lie on both sides; binding response (% of control), % at 10 µM; actives 1.1% (n = 290,000); in the data active = binding response below about 67% or above about 130%
GPR7 antag: human neuropeptides B/W receptor 1 antagonism; P48145; GPR7-expressing cells, fluorescence antagonist assay; inhibition, % at 4.4 µM; actives 1.1% (n = 290,000); in the data active = inhibition above about 16%, passing the limit was not always enough;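 note: cells stimulated with the agonist NPW; 0% = agonist with vehicle and 100% = vehicle without agonist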
Target sequence (P48145 whole entry, looked up): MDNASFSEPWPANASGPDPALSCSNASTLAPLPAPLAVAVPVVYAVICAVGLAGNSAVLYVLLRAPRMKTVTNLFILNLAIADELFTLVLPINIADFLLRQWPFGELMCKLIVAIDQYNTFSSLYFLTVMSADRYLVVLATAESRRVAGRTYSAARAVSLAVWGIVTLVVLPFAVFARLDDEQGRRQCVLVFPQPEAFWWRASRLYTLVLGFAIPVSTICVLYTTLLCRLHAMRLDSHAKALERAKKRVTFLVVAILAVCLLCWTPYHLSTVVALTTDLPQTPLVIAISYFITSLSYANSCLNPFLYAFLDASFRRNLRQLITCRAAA
Starred values were filed as active, the others as inactive.

Screening COc1cccc(NS(=O)(=O)c2ccc(OC)c(OC)c2)c1 returned MEKK2mut PB1 HTS 4, PfM18AAP inh -3, GalR3 antag -8, OXTR ag 2.7, V1aR counter 2.9, OXTR potentiator -8, NALP1 inh 34, MEKK2 WT-MEK5 106 and GPR7 antag -6.
CN(C)CCn1c(=O)n(Cc2ccccc2)c(=O)c2c3c(sc21)CCCCC3 was read as MEKK2mut PB1 HTS 9, PfM18AAP inh -1, GalR3 antag -12, OXTR ag 0.3, V1aR counter 1.7, OXTR potentiator -1, NALP1 inh 17, MEKK2 WT-MEK5 120 and GPR7 antag -14.
Screening COc1cccc(-c2nc(NC(C)(C)C)c3ccccc3n2)c1O returned MEKK2mut PB1 HTS -2, PfM18AAP inh -2, GalR3 antag -6, OXTR ag 9.0, V1aR counter -0.9, OXTR potentiator -22, NALP1 inh 22, MEKK2 WT-MEK5 106 and GPR7 antag -17.
For On1c(-c2ccccc2Cl)nc2ncccc21 the results were MEKK2mut PB1 HTS 4, PfM18AAP inh -5, GalR3 antag -12, OXTR ag 1.1, V1aR counter 0.3, OXTR potentiator -13, NALP1 inh 14, MEKK2 WT-MEK5 101 and GPR7 antag 11.
Cc1cc(C(=O)N/N=C/c2ccc(N(C)C)cc2)c2ccccc2n1 was read as MEKK2mut PB1 HTS 6, PfM18AAP inh 5, GalR3 antag 0, OXTR ag -1.3, V1aR counter -0.7, OXTR potentiator -3, NALP1 inh 4, MEKK2 WT-MEK5 103 and GPR7 antag -6.
`NC(=O)CSc1nnc(COc2ccccc2)n1CCc1ccccc1` gave MEKK2mut PB1 HTS 5, PfM18AAP inh -2, GalR3 antag -4, OXTR ag -0.1, V1aR counter 0.9, OXTR potentiator -5, NALP1 inh -2, MEKK2 WT-MEK5 101 and GPR7 antag -10.
For Cc1cccc(NC(=O)c2ccc3c(c2)C(=O)N(c2ccccc2C)C3=O)n1 the results were GalR3 antag 0, OXTR ag -1.1, V1aR counter 2.4 and OXTR potentiator -19.
`COCCN(C(=S)Nc1c(C)cccc1C)C(C)c1cccnc1` (stereo not drawn) gave MEKK2mut PB1 HTS 2, PfM18AAP inh 2, GalR3 antag 0, OXTR ag -1.3, V1aR counter -0.6, OXTR potentiator -4, NALP1 inh 19, MEKK2 WT-MEK5 108 and GPR7 antag -2.
Screening COC(CNC(=O)c1ccc2c(c1)ncn2-c1cccc(F)c1)OC returned MEKK2mut PB1 HTS 0, PfM18AAP inh 2, GalR3 antag 1, OXTR ag 0.9, V1aR counter 0.3, OXTR potentiator -8, NALP1 inh 8, MEKK2 WT-MEK5 95 and GPR7 antag -16.
CCN(CC)C(=O)Nc1ccccc1C was read as MEKK2mut PB1 HTS 2, PfM18AAP inh 10, GalR3 antag 7, OXTR ag 1.3, V1aR counter -0.8, OXTR potentiator 2, NALP1 inh 3, MEKK2 WT-MEK5 102 and GPR7 antag 16.
For Cc1ccc(C)c(OCCn2ccnc2)c1 the results were MEKK2mut PB1 HTS 1, PfM18AAP inh 1, OXTR ag -0.8, V1aR counter -0.2, OXTR potentiator -7, MEKK2 WT-MEK5 104 and GPR7 antag -7.
Screening CC(=O)Nc1ccc(S(=O)(=O)N2CCN3CCCC3C2)cc1 (stereo not drawn) returned MEKK2mut PB1 HTS -1, PfM18AAP inh 0, GalR3 antag -1, OXTR ag 0.1, V1aR counter -0.3, OXTR potentiator -13, MEKK2 WT-MEK5 107 and GPR7 antag -16.
OCC(CO)(CO)NCc1ccc(-c2ccccc2)cc1 was read as MEKK2mut PB1 HTS -1, PfM18AAP inh 2, GalR3 antag 6, OXTR ag 1.7, V1aR counter 1.1, OXTR potentiator 6, NALP1 inh 24, MEKK2 WT-MEK5 97 and GPR7 antag -3.
COc1ccc(CSCC(=O)N/N=C/c2ccccc2OCc2ccccc2)cc1 was read as MEKK2mut PB1 HTS -4, PfM18AAP inh 6, GalR3 antag -4, OXTR ag -0.7, V1aR counter 0.4, OXTR potentiator -5, NALP1 inh 17, MEKK2 WT-MEK5 99 and GPR7 antag -3.
Screening COc1cc(SC)ccc1C(=O)Nc1ccc2c(c1)OCCO2 returned MEKK2mut PB1 HTS -3, PfM18AAP inh -2, GalR3 antag -7, OXTR ag 5.2, V1aR counter -0.1, OXTR potentiator -9, NALP1 inh 11, MEKK2 WT-MEK5 93 and GPR7 antag 2.
CN(C)c1nc(Oc2ccc(OCCOc3ccccc3)nn2)nc(N(C)C)n1 was read as MEKK2mut PB1 HTS -4, PfM18AAP inh -13, GalR3 antag -7, OXTR ag 2.4, V1aR counter 2.1, OXTR potentiator -24, NALP1 inh 2, MEKK2 WT-MEK5 97 and GPR7 antag -12.
`Cc1ccc(NC(=O)C2CCN(S(=O)(=O)c3ccc4c(c3)NC(=O)C(C)S4)CC2)c(C)c1` (stereo not drawn) gave MEKK2mut PB1 HTS 0, PfM18AAP inh 0, GalR3 antag -8, OXTR ag 3.5, V1aR counter 5.9, OXTR potentiator -7, NALP1 inh 8, MEKK2 WT-MEK5 99 and GPR7 antag 11.
COc1ccccc1C(CNC(=O)COc1ccccc1C)N1CCCC1 (stereo not drawn) was read as GalR3 antag -4, OXTR ag -0.4, V1aR counter -1.4 and OXTR potentiator 2.
CCOC(=O)c1ccc(N2N=C(C)/C(=C/C=C/c3ccco3)C2=O)cc1 was read as MEKK2mut PB1 HTS 2, PfM18AAP inh 4, GalR3 antag -3, OXTR ag -0.4, V1aR counter -0.4, OXTR potentiator -22, NALP1 inh 16, MEKK2 WT-MEK5 78 and GPR7 antag -14.
For N/C(=N\OC(=O)C1CCCCC1)c1cccnc1 the results were MEKK2mut PB1 HTS 5, PfM18AAP inh 0, OXTR ag 0.1, V1aR counter 0.0, OXTR potentiator -6, NALP1 inh 12, MEKK2 WT-MEK5 99 and GPR7 antag -12.
For Cc1ccc(NC(=O)Cc2nc(COC(=O)C(C)NS(=O)(=O)c3ccc(C)cc3)cs2)cc1 (stereo not drawn) the results were GalR3 antag 4, OXTR ag 4.0, V1aR counter 3.4 and OXTR potentiator -10.
Screening CSc1ccccc1NC(=O)CN(C)CC(=O)Nc1ccc(Cl)cc1[N+](=O)[O-] returned MEKK2mut PB1 HTS -12, PfM18AAP inh 20, GalR3 antag -3, OXTR ag 0.9, V1aR counter 0.8, OXTR potentiator -3, NALP1 inh 3, MEKK2 WT-MEK5 91 and GPR7 antag 12.
`S=C(NCc1ccco1)Nc1ccc(Cl)cc1` gave MEKK2mut PB1 HTS -2, PfM18AAP inh -4, GalR3 antag 3, OXTR ag 6.0, V1aR counter 5.2, OXTR potentiator -8, NALP1 inh 20, MEKK2 WT-MEK5 99 and GPR7 antag -2.
Screening Nc1cc(-c2ccc(Br)cc2)nn1S(=O)(=O)c1ccccc1 returned MEKK2mut PB1 HTS 10, PfM18AAP inh 6, GalR3 antag 2, OXTR ag -1.7, V1aR counter -0.8, OXTR potentiator -7, NALP1 inh 20, MEKK2 WT-MEK5 111 and GPR7 antag -3.
`NS(=O)(=O)c1ccc(CCNC(=O)COC(=O)COc2cccc(C(F)(F)F)c2)cc1` gave GalR3 antag 3, OXTR ag 1.0, V1aR counter -0.7 and OXTR potentiator -1.
`O=C(Nc1ccc(SC(F)(F)F)cc1)c1ccccn1` gave MEKK2mut PB1 HTS -2, PfM18AAP inh 1, GalR3 antag -8, OXTR ag -0.8, V1aR counter 0.8, OXTR potentiator -18, NALP1 inh -4, MEKK2 WT-MEK5 100 and GPR7 antag -8.
`Cc1cc(C)c(S(=O)(=O)Nc2nccs2)c(C)c1` gave MEKK2mut PB1 HTS 2, PfM18AAP inh 2, GalR3 antag -10, OXTR ag -0.6, V1aR counter 0.2, OXTR potentiator -4, NALP1 inh 31, MEKK2 WT-MEK5 102 and GPR7 antag -14.
`Cc1csc(NC(=O)c2cc(-c3ccncc3)nc3ccccc23)n1` gave MEKK2mut PB1 HTS -3, PfM18AAP inh -5, GalR3 antag 0, OXTR ag 0.4, V1aR counter -0.6, OXTR potentiator 0, NALP1 inh -10, MEKK2 WT-MEK5 88 and GPR7 antag -3.
Cc1ccc(NC(=O)CN(C)C(=O)Cc2ccc(Cl)c(Cl)c2)cc1 was read as MEKK2mut PB1 HTS 3, PfM18AAP inh 3, GalR3 antag -9, OXTR ag -1.1, V1aR counter 0.8, OXTR potentiator -18, NALP1 inh 13, MEKK2 WT-MEK5 99 and GPR7 antag 5.
O=C(C1CC1)N1CCN(C(c2ccccc2)c2ccccc2)CC1 was read as MEKK2mut PB1 HTS 10, PfM18AAP inh -9, GalR3 antag -3, OXTR ag -1.1, V1aR counter -1.4, OXTR potentiator 5, NALP1 inh 18, MEKK2 WT-MEK5 112 and GPR7 antag 7.
`O=c1[nH]c(=O)n([C@H]2C[C@H](O)[C@@H](CO)O2)cc1Br` gave GalR3 antag 0, OXTR ag 0.1, V1aR counter 1.0 and OXTR potentiator -3.
Screening Nc1cc(=O)[nH]c(SCC(=O)Nc2ccc(Oc3ccccc3)cc2)n1 returned MEKK2mut PB1 HTS 1, PfM18AAP inh -9, GalR3 antag -10, OXTR ag -0.2, V1aR counter 1.7, OXTR potentiator -8, NALP1 inh 15, MEKK2 WT-MEK5 94 and GPR7 antag -10.
`CCC(=O)N1C(C(=O)N2CCCC2)CSC1c1ccc(OC)cc1` (stereo not drawn) gave MEKK2mut PB1 HTS -1, PfM18AAP inh -8, GalR3 antag 2, OXTR ag 1.0, V1aR counter 0.3, OXTR potentiator -1, NALP1 inh 32, MEKK2 WT-MEK5 106 and GPR7 antag -8.
Cc1ccc(NC(=O)[C@H](NC(=O)[C@@H]2Cc3ccccc3CN2)c2ccccc2)cc1C was read as MEKK2mut PB1 HTS 0, PfM18AAP inh -13, GalR3 antag -10, OXTR ag 4.8, V1aR counter 4.2, OXTR potentiator -7, NALP1 inh 24, MEKK2 WT-MEK5 101 and GPR7 antag 4.
For CC(C)(C)c1ccc(OCc2cnc(Cl)s2)cc1 the results were MEKK2mut PB1 HTS 0, PfM18AAP inh 4, GalR3 antag -6, OXTR ag -0.9, V1aR counter -0.5, OXTR potentiator -4, NALP1 inh 8, MEKK2 WT-MEK5 102 and GPR7 antag -2.
Screening COc1cccc(C2N(c3ccc(Cl)c(Cl)c3)C(=O)C3CCCN32)c1OC (stereo not drawn) returned MEKK2mut PB1 HTS -1, PfM18AAP inh 6, GalR3 antag 6, OXTR ag -1.7, V1aR counter -1.2, OXTR potentiator -3, NALP1 inh 8, MEKK2 WT-MEK5 94 and GPR7 antag -2.
O=C(Nc1ccccn1)c1ccc(S(=O)(=O)N2CCCCCC2)cc1 was read as GalR3 antag -1, OXTR ag 0.3, V1aR counter 1.8 and OXTR potentiator -5.
`CC(NC(=O)/C=C/c1ccco1)c1nc2ccccc2n1Cc1cccc(Cl)c1` (stereo not drawn) gave MEKK2mut PB1 HTS 23, PfM18AAP inh -10, GalR3 antag -2, OXTR ag -2.4, V1aR counter -0.5, OXTR potentiator -9, NALP1 inh -9, MEKK2 WT-MEK5 117 and GPR7 antag -7.
Screening Cc1ccc(OCC(=O)Nc2ccc(F)cc2)c([N+](=O)[O-])n1 returned MEKK2mut PB1 HTS 1, PfM18AAP inh -7, GalR3 antag 1, OXTR ag 0.3, V1aR counter 0.4, OXTR potentiator -5, NALP1 inh 17, MEKK2 WT-MEK5 110 and GPR7 antag -10.

Source: PubChem BioAssay (several laboratories)
